# Compound activity deposited in PubChem by National Center for Advancing Translational Sciences (NCATS).
# S3 lipid droplet: qHTS Assay for Lipid Storage Modulators in Drosophila S3 Cells; Drosophila S3 cells, BODIPY lipid droplet fluorescence, 18-24 h; cells fed with added oleic acid; Potency in µM for hits, for the others lipid storage change, negative = inhibition, % at the top dose, mostly 46.1 µM; hit rate 0.64% among 320,000; AID 2685; active = well fitted inhibition curve with a large enough effect in the signal ratio, with a control signal flat, not every such curve was filed as active; inconclusive = small, poorly fitted or top-dose-only effect, or effect the other way, or a change in a side signal; the % refers to the signal ratio
#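 Drosophila S3 cells got compounds at several concentrations plus oleic acid (400 uM solution). Laser-scanning cytometry with 488 nm excitation read lipid droplets at 500-530 nm and cells at 575-640 nm. Percent activity was relative to 20 uM Triacsin C.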
# S3 lipid droplet cell count max: also measured in S3 lipid droplet; calls as there; cell number change, %; measured here: cell count max response;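 cells counted by Cell Tracker Red CMTPX staining in the red channel; peak over a dose series mostly up to 46.1 µM; percent activity relative to internal control wells on each plate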
# Active calls of the source: *; i = inactive; u = inconclusive; x = no result given. % is set by controls: 0 for no effect and ±100 for the full control effect; potency is the fitted concentration of half-maximal effect. These rows are one share of the data. The share of hits here may be higher or lower than overall.
no.	molecule	S3 lipid droplet	S3 lipid droplet cell count max
1	CCC(=O)N1CCc2cc(S(=O)(=O)CCC(=O)NC3CCCCC3)ccc21	9%	x
2	Cc1ccc(C2CC(C(F)F)n3ncc(C(=O)Nc4cnn(Cc5ccccc5C)c4)c3N2)cc1 (stereo unspecified)	-16%	-19
3	COc1ccc(NC(=O)CC(Cc2ccccc2)C(=O)O)cc1 (stereo unspecified)	u	x
4	CCOc1cc(C2C3=C(CCCC3=O)N(CCC(=O)O)C3=C2C(=O)CCC3)ccc1OS(=O)(=O)c1ccc(C)cc1	u	x
5	COC(=O)c1cc(NC(=O)CSC2=NCCS2)cc(C(=O)OC)c1	12%	-1
6	CC(C)(C)c1cc(NC(=O)Nc2ccccc2)no1	u	x
7	O=C(Nc1cccc(-c2csc(Nc3cccc(C(F)(F)F)c3)n2)c1)c1cc([N+](=O)[O-])cc(C(F)(F)F)c1	-7%	-14
8	COC(=O)COc1cccc(NC(=O)c2cc(OC)cc(OC)c2)c1	u	x
9	O=C(Nc1cccn(Cc2c(Cl)cccc2Cl)c1=O)c1ccc(Cl)cc1Cl	-12%	20
10	Nc1nc(N)c2cc(Sc3ccc4ccccc4c3)ccc2n1	u	x
11	CC(=O)Oc1ccc(-c2ccc(C(=O)OCC(=O)N(C)CC(=O)Nc3ccccc3Cl)cc2)cc1	u	x
12	CC1(C)Cc2cccc(OCC(=O)N3CCN(c4ccccc4F)CC3)c2O1	u	x
13	O=c1c2c3n(c(=O)nc2[nH]n1-c1ccccc1)CCCCC3	10%	3
14	COc1ccc(NC(=O)CC2SC(=Nc3ccccc3)NC2=O)cc1 (stereo unspecified)	u	x
15	COc1ccc(NC(=O)C(=O)NCC2CCCN2S(=O)(=O)c2cccs2)cc1 (stereo unspecified)	u	x
16	Cc1ccc(C(=O)Nc2ccccc2N2CCCC2)cc1	u	x
17	Cc1cc(C)nc(SCC(=O)Nc2ccc(S(=O)(=O)Nc3nccs3)cc2)n1	u	x
18	COc1ccccc1C(=O)N1CCCC1(C#N)c1ccccc1 (stereo unspecified)	u	x
19	COc1ccc(S(N)(=O)=O)cc1C(=O)NCCCN1CCN(c2ccccc2OC)CC1	u	x
20	Cc1nn(C)cc1C(=O)NNC(=S)Nc1ccccc1	0%	5
21	Cc1noc(C)c1CSCC(=O)N(C)CC(=O)Nc1ccccc1C(F)(F)F	-5%	-10
22	Cc1oc(-c2ccccc2Cl)nc1CS(=O)(=O)CC(=O)NCCN1CCOCC1	u	x
23	COc1cccc(N(C(=O)c2ccco2)C(C(=O)NC2CCCC2)c2ccc(N(C)C)cc2)c1 (stereo unspecified)	u	x
24	COc1cccc(NC(=O)CSc2ccc3nnc(-c4ccncc4)n3n2)c1	u	x
25	Clc1ccccc1CN1CCN(/N=C/C=C\c2ccco2)CC1	u	x
26	COC(=O)c1c(-c2ccc(Br)cc2)csc1NC(=O)Cc1ccc(OC)c(OC)c1	u	x
27	N=C1/C(=C\c2ccc(SCc3ccccc3)o2)C(=O)N=C2SC(CC(=O)N3CCOCC3)=NN12	u	x
28	Nc1sc2c(c1C(=O)NC1CCS(=O)(=O)C1)CCC2 (stereo unspecified)	u	x
29	Cc1ccc2[nH]nc(C(=O)N3CCCC(C(=O)c4ccc(Cl)cc4)C3)c2c1 (stereo unspecified)	-2%	4
30	COc1ccc(OCC(O)CNC(=O)c2ccc(OC)cc2)cc1 (stereo unspecified)	u	x
31	CCn1c(N)c(C(=O)NCc2cccnc2)sc1=S	11%	13
32	COc1ccc(C(O)c2nccn2Cc2ccccc2)cc1 (stereo unspecified)	10%	-17
33	Cc1ccc(/C(N)=N/OC(=O)c2cccs2)cc1	11%	-12
34	COc1cc(NC(=O)c2cccc3c2C(=O)N(Cc2cccnc2)C3)cc(OC)c1OC	u	x
35	CCOC(=O)[C@@H]1[C@H]2COc3ccccc3[C@H]2N2C(=O)N(c3ccc(F)cc3)C(=O)[C@]12C	u	x
36	CCC(NC(=O)CCCc1ccccc1)c1ccccc1 (stereo unspecified)	13%	7
37	C=CCNC(=S)Nc1ccc(Br)cc1F	-1%	14
38	COc1cccc(-c2ccc(SCC(=O)N3CCN(c4ccccc4)CC3)nn2)c1	-17%	-7
39	Cc1ccc(NC(=O)NCCN2CCN(c3ccccc3)CC2)cc1Cl	u	x
40	Cc1ccc(C(=O)OCC(=O)NC(=O)NCc2ccccc2)cc1C	u	x

# Of the compounds above, 5 have an aryl thioether with sulfur outside any ring.
no.	molecule	S3 lipid droplet	S3 lipid droplet cell count max
10	Nc1nc(N)c2cc(Sc3ccc4ccccc4c3)ccc2n1	u	x
17	Cc1cc(C)nc(SCC(=O)Nc2ccc(S(=O)(=O)Nc3nccs3)cc2)n1	u	x
24	COc1cccc(NC(=O)CSc2ccc3nnc(-c4ccncc4)n3n2)c1	u	x
27	N=C1/C(=C\c2ccc(SCc3ccccc3)o2)C(=O)N=C2SC(CC(=O)N3CCOCC3)=NN12	u	x
38	COc1cccc(-c2ccc(SCC(=O)N3CCN(c4ccccc4)CC3)nn2)c1	-17%	-7

# (further entries)
no.	molecule	S3 lipid droplet	S3 lipid droplet cell count max
41	O=C(CCNS(=O)(=O)c1cccc(C(F)(F)F)c1)NC1CC1	-8%	1
42	CCc1ccc(-n2c(=O)c3c(C)c(C(=O)N(C)C)sc3n(CC(=O)NCC3CCCO3)c2=O)cc1 (stereo unspecified)	2%	6
43	CCCC(=O)n1nc(-c2ccco2)nc1SCc1ccccc1	0%	-2
44	Cc1noc(C)c1S(=O)(=O)N1CCN(c2ccc([N+](=O)[O-])cc2)CC1	u	x
45	COC(=O)C(=Nc1ccccc1)/C(C(=O)C(=O)N(C)c1ccccc1)=C(\O)c1ccccc1	-9%	-1
46	COC(=O)c1ccc(N=Cc2c(C(F)(F)F)[nH][nH]c2=O)cc1	u	x
47	O=C1CNCc2[nH]c3ccccc3c2N1c1ccccc1	u	x
48	CCOC(=O)c1sc(NC(=O)CN2C(=O)c3cccc4cccc(c34)C2=O)nc1C	-12%	-10
49	CS(=O)(=O)N(CC(=O)N1CCCC1)c1cccc(F)c1	-18%	4
50	Cc1ccc(NC(=O)C2CCCN(c3ncccn3)C2)c(C)c1 (stereo unspecified)	i	1
51	COc1ccccc1/C=C/C=N/n1c(COc2ccccc2)n[nH]c1=S	17%	-4
52	CC(C)C(=O)Nc1ccc(C(=O)NNC(=O)C(c2ccccc2)c2ccccc2)cc1	u	x
53	O=C(O)CSCc1c(F)cccc1Cl	3%	8
54	CCc1cc2c(-n3nc(C)cc3C)ncnc2s1	-5%	-24
55	COc1ccc(CCN2CCCn3c2nc2c3c(=O)n(Cc3ccccc3F)c(=O)n2C)cc1OC	u	x
56	O=C(NC(=S)Nc1cccc(NC(=O)c2ccccc2Cl)c1)c1cccs1	u	x
57	COc1ccc(CCNC(=O)C2CCN(S(=O)(=O)c3ccc4nc5c(c(C(=O)O)c4c3)CCCC5)CC2)cc1OC	u	x
58	O=C(Cc1ccc(-c2ccccc2)cc1)NCc1cccnc1	-2%	-11
59	COC(=O)C(C(=O)OC)C(C[N+](=O)[O-])c1ccc(OC)c(OC)c1 (stereo unspecified)	-6%	-17
60	COc1ccc2[nH]cc(C3N4CC5(C)CN3CC(C)(C4)C5=O)c2c1 (stereo unspecified)	u	x
61	O=[N+]([O-])c1cc(-c2cnc3ccccc3n2)ccc1Oc1ccc(Cl)cc1	u	x
62	O=C(NN1C(=O)c2ccccc2C1=O)c1ccc2c(c1)C(=O)N(CC1CCCO1)C2=O (stereo unspecified)	u	x
63	COC(=O)c1c(NC(=O)CN2CCOCC2)sc2c1CCC(C)C2 (stereo unspecified)	u	x
64	C=CCNC(=O)C1CCC(=O)N1S(=O)(=O)c1ccc(C)cc1 (stereo unspecified)	u	x
65	O=C(NC(=S)NNC(=O)c1cnccn1)c1ccc(F)cc1	1%	5
66	NS(=O)(=O)c1cccnc1Nc1cccc(Cl)c1Cl	u	x
67	CC(=O)Nc1ccc(S(=O)(=O)NCCC(=O)Nc2cccc(Cl)c2)cc1	i	-23
68	CC(Oc1ccc(Br)cc1)C(=O)NCC1(N2CCCCC2)CCCCC1 (stereo unspecified)	u	x
69	O=C1C(CSCc2ccccc2)NC(=S)N1c1ccccc1 (stereo unspecified)	u	x
70	O=Cc1cn(CC(=O)N2CCCCC2)c2ccccc12	u	x
71	O=C(NCCOc1ccccc1)c1ncn[nH]1	-26%	0
72	COc1cc(C(=O)Nc2ccc3c(c2)ncn3C)cc(OC)c1OC	-22%	-12
73	O=C(Cc1ccc([N+](=O)[O-])cc1)Nc1ccc(O)cc1C(=O)O	4%	7
74	CCN(CC)C(=O)/C(=C/c1ccc(F)cc1)NC(C)=O	0%	x
75	CC(C)c1ccc(NC2CCCN(C(=O)c3ccnc(Cl)c3)C2)cc1 (stereo unspecified)	u	x
76	Cc1ccnc(NC(=O)CCC(=O)N(CC(=O)NC2CCCCC2)c2ccc3c(c2)OCO3)c1	u	x
77	O=C(NNC(=O)c1cccc2ccccc12)c1ccccc1O	i	5
78	CCN(CC(=O)NCc1cccs1)C(=O)c1ccc(S(=O)(=O)Nc2ccccc2Cl)cc1	u	x
79	CC(=O)c1ccc(S(=O)(=O)N2CCN(C(=O)CN3C(=O)NC4(CCCC4)C3=O)CC2)cc1	u	x
80	CC(Oc1ccc(S(=O)(=O)N2CCCC2)cc1[N+](=O)[O-])C(=O)NC(C)c1ccccc1 (stereo unspecified)	u	x
81	Cc1ccc(NC(=S)N2CCC(NC(=O)c3ccc(C)cc3)CC2)cc1	u	x
82	COc1cc(/C=N/NC(=O)C[n+]2ccccc2)cc(OC)c1OC	u	x
83	CC1(C)CSC(=NCCc2ccccc2)N1C(=O)c1ccc(C#N)cc1	1.3µM*	-0.7*
84	O=C(NCCc1ccccc1)C1CCC(=O)N(CCCN2CCCC2=O)C1 (stereo unspecified)	6%	-11
85	O=C1c2ccccc2C(=O)N1CCc1ccccn1	u	x
86	CCOC(=O)c1cc(C#N)c(SCC(=O)c2cc(C#N)c(SC)nc2C)[nH]c1=O	9%	-3
87	O=C(CSC1=Nc2ccccc2C2=NC(CC(=O)NCc3ccco3)C(=O)N12)NCc1ccco1 (stereo unspecified)	u	x
88	CCOC(=O)N1CCC(NC(=O)C2CCCN(S(C)(=O)=O)C2)CC1 (stereo unspecified)	-16%	-16
89	O=C(O)c1ccc(Cn2cc(C(F)(F)F)ccc2=O)cc1	u	x
90	COc1ccc(CCNC(=O)Cn2nc(C(=O)O)c3ccccc3c2=O)cc1OC	u	x

# Exported as labelled records: part of the list above
(84) O=C(NCCc1ccccc1)C1CCC(=O)N(CCCN2CCCC2=O)C1 (stereo unspecified)
- S3 lipid droplet: 6%
- S3 lipid droplet cell count max: -11
(85) O=C1c2ccccc2C(=O)N1CCc1ccccn1
- S3 lipid droplet: u
- S3 lipid droplet cell count max: x

# The list continues.
no.	molecule	S3 lipid droplet	S3 lipid droplet cell count max
91	COc1ccccc1C(=O)NCCn1cc(SCC(=O)NCC2CCCO2)c2ccccc21 (stereo unspecified)	18µM*	-17*
92	Cc1ccc(S(=O)(=O)N2CCN(S(=O)(=O)N3CCCCC3)CC2)c(C)c1	0%	-6
93	CCN(CC(=O)NCc1cccs1)C(=O)c1ccc(S(=O)(=O)Nc2ccccc2C)cc1	u	x
94	O=C1OC(Nc2ccc3c(c2)OCO3)c2ccccc21 (stereo unspecified)	u	x
95	Cc1ccc(S(=O)(=O)N(Cc2ccccc2)c2ccccc2C(=O)N2CCCCC2)cc1	u	x
96	CC(C)CCOc1ccc(-c2c(=O)n(OCc3ccc([N+](=O)[O-])cc3)c3ccccc3[n+]2[O-])cc1	-24%	x
97	Cc1nc(C(=O)Nc2cccc(Cl)c2Cl)nn1-c1cc(OC(C)C)c(Cl)cc1Cl	13%	x
98	COc1cc(/C=C(\C#N)C(=O)N2CCc3ccccc32)ccc1O	6%	9
99	Cc1cccc(NC(=O)c2cnc3scc(C)n3c2=O)c1	12%	9
100	O=C(Nc1ccccc1C(=O)NC1CCCCC1)c1ccccc1	u	x
101	COc1ccccc1C1CCCN1Cc1nc(-c2ccc(C)s2)oc1C (stereo unspecified)	15%	8
102	O=C(Cn1cnc2ccccc2c1=O)N1CCN(c2ccc(F)cc2)CC1	i	x
103	Cc1ccc2c(Cl)c(C(=O)Nc3nn[nH]n3)sc2c1	4%	3
104	O=C(CNc1cccc2ccccc12)N/N=C/C(Br)=C/c1ccccc1	u	x
105	Cc1ccc(-n2c(O)c(C=Nc3ccc(S(=O)(=O)Nc4ncccn4)cc3)c3ccccc3c2=O)cc1C	2%	25
106	CCOC(=O)N1CCN(CC(=O)Nc2ccc(F)c(F)c2F)CC1	-3%	6
107	COc1ccc(CCNC(=O)c2ccccc2NC(=O)c2ccco2)cc1OC	u	x
108	COCCN1C(=O)C(=O)/C(=C(/O)c2ccc(S(=O)(=O)N3CCCCC3)cc2)C1c1ccc(OC)c(OC)c1 (stereo unspecified)	-18%	8
109	CN(C)CCn1nnnc1SCC1=C(C(=O)O)N2C(=O)[C@@H](NC(=O)Cc3csc(N)n3)[C@H]2SC1	1%	-7
110	CCOC(=O)CSc1nc2c(c(=O)n1-c1ccc(OCC)cc1)SCC2	u	x
111	O=c1c2c3c(sc2n(CCN2CCCC2)c(=O)n1Cc1ccccc1)CCCCC3	u	x
112	Cc1ccc(OCCNS(=O)(=O)c2ccc(Cl)cc2)cc1	u	x
113	CCc1ccc2c(c1)cc(CN(C(=S)Nc1ccccc1C)C1CC1)c1nnnn12	u	x
114	O=S(=O)(c1cc(Cl)ccc1Cl)n1ccnc1	u	x
